EphA4 KYL inhibition: inhibitors of EphA4 binding to KYL peptide, primary screen, biochemical, colorimetric, mouse EphA4 (AID 689); Ephrin type-A receptor 4 (Mus musculus); EphA4-AP binding to KYL peptide, pNPP A405; higher % means a stronger effect; one-dose inhibition, % at 10 µM; IC50 in µM for titrated hits; 62,000 tested, 0.1% active; in the data active = a potency from the dose series; inactive = the rest, 99 in 100 with inhibition below about 22%
An asterisk follows results filed as active.

| SMILES | EphA4 KYL inhibition |
| --- | --- |
| C=CCn1c(NC(=O)c2ccc(Br)o2)c(C(=O)OCC)sc1=S | -11.3% |
| COc1ccc(/C=N/NC(=O)c2ccoc2C)cc1COc1c(C)cccc1C | -8.4% |
| O=C(NC1CCCCCC1)c1ccc2c(=O)n3c(nc2c1)CCCCC3 | -3.2% |
| Cc1cc(C)cc(NC(=O)CN2CCN(c3ncccn3)CC2)c1 | -7.2% |
| C#CCn1c(S(=O)(=O)Cc2ccc(OC)cc2)nc(-c2ccccc2)c1-c1ccccc1 | 3.6% |
| COc1cccc(CNC(=O)C2CCCN(c3nn4c(=O)cc(C)nc4s3)C2)c1OC (configuration not stated) | -7.0% |
| CCCSc1nnc(NC(=O)c2cccc(Cl)c2)s1 | -5.6% |
| CCc1nccn1S(=O)(=O)c1ccc(OC)c(OC)c1 | 2.4% |
| COc1ccc(NC(=O)COC(=O)c2ccc(Br)o2)cc1OC | -6.6% |
| Cc1cc(NC(=O)CCN2C(=O)C3C4CCC(C4)C3C2=O)c(C)cc1Br (configuration not stated) | -8.0% |
| CC(=O)c1ccc(NC(=O)CSCC(=O)Nc2ccc3ccccc3c2)cc1 | 2.8% |
| COC(=O)c1cccnc1-n1c(=O)c2cccnc2n(Cc2cccc(OC)c2)c1=O | -6.8% |
| COc1cccc(NC(=O)CSc2nc3ccccc3c(=O)n2CCCC(=O)N2CCCC2)c1 | -3.7% |
| CN1CCOc2cc(S(=O)(=O)Nc3ccc(F)cc3)ccc21 | -6.3% |
| Cn1c(/C=C/c2ccco2)nc2ccccc21 | 3.6% |
| Cc1ccc2nc(Cl)c(CN(C(=O)c3cnccn3)C3CCCCC3)cc2c1 | -12.3% |
| COC(=O)c1c(C)oc2cc(Br)c(OCC(=O)c3ccc(OC)cc3)cc12 | -3.8% |
| Cc1cccc(C)c1NC(=O)Cn1c(=O)n(CCC(=O)NCc2ccco2)c(=O)c2sccc21 | 12.6% |
| Cc1oc(/N=C/c2ccc3c(c2)OCO3)c(C#N)c1C | -6.2% |
| CC1CCCN(C(=O)C(Cc2ccccc2)n2cccc2)C1 (configuration not stated) | -28.7% |
| c1ccc(-c2nc3nonc3c3nc4ccccc4n23)cc1 | -2.0% |
| Nc1nc(-c2cccs2)cs1 | -4.5% |
| COc1cc(Nc2nc(-c3ccccc3)c3cc(C)ccc3n2)cc(OC)c1OC | -13.6% |
| Cc1ccc(-c2nn(C)c(=O)c3ccccc23)cc1CNC(=O)Cn1nc(-c2ccccc2)c2ccccc2c1=O | -13.6% |
| c1ccc(-c2ccc(-c3csnn3)cc2)cc1 | -0.8% |
| O=C1Nc2ccccc2C12OCCCCO2 | 11.2% |
| Cc1ccc(C)c(N2CCN(C(=O)c3ccc(NS(=O)(=O)c4c(C)noc4C)cc3)CC2)c1 | 14.5% |
| O=C(Oc1ccccc1C(=S)N1CCOCC1)c1ccc([N+](=O)[O-])cc1 | -0.5% |
| CC(=O)c1ccc(OCC(O)Cn2nnc3ccccc32)cc1 (configuration not stated) | 31.1% |
| FC(F)(F)c1nc(-c2cccs2)ncc1-c1nnnn1-c1ccc(Cl)cc1 | -17.0% |
| CCC(=O)N(CCO)Cc1cc2ccc(C)c(C)c2[nH]c1=O | 1.1% |
| O=C(CN1CCN(Cc2ccc3c(c2)OCO3)CC1)c1c[nH]c2ccccc12 | -10.8% |
| COc1ccccc1NC(=O)C1=C(C)Nc2nnnn2C1c1cccc(Br)c1 (configuration not stated) | -13.3% |
| Cc1cc(C(F)(F)F)n2nc(-c3cnn(C)c3C(F)(F)F)c(Cl)c2n1 | -1.8% |
| CC(=O)N1CCC(=O)N1c1ccccc1 | 2.3% |
| CC1CCCC(C(=O)O)N1C(=O)CCSSCCC(=O)N1C(C)CCCC1C(=O)O (configuration not stated) | 0.7% |
| O=C(Cn1nnc(-c2ccccc2F)n1)Nc1cccc2ncccc12 | 8.5% |
| Cc1csc(-c2cc3ccc(OCc4c(F)cccc4Cl)cc3oc2=O)n1 | -6.3% |
| COC(=O)/C=C(\C)NC(=O)c1ccccc1Cl | -7.7% |
| COc1cc(Cn2c(N)c(C#N)c3nc4ccccc4nc32)cc(OC)c1 | -3.8% |
| CC1(C)Cc2cccc(OCC(O)CNCc3ccccn3)c2O1 (configuration not stated) | -7.4% |
| CCC(=O)N1CCc2cc(Br)cc(S(=O)(=O)CC(=O)OC)c21 | 1.3% |
| O=[N+]([O-])c1ccc(Cl)c2ncccc12 | 3.7% |
| CCCCn1c(SCc2nc3ccccc3s2)nc2cc(S(N)(=O)=O)ccc21 | 1.7% |
| CCOC(=O)N1CCN(c2cc(=O)n(C3CCCCC3)c(=O)[nH]2)CC1 | -1.8% |
| O=C(CN1C(=O)c2cccc3cccc1c23)Nc1ccc2c(c1)OCO2 | -5.4% |
| COC(=O)C1=C(C)NC2=C(C(=O)CC(C)(C)C2)C1c1ccccc1 (configuration not stated) | 10.6% |
| CC(=O)Nc1ccc(-c2nnc(SCc3c(C)cc(C)cc3C)n2C)cc1 | 3.9% |
| CCOc1ccccc1C1C(C(N)=O)=C(C)Nc2nc(-c3ccccc3Cl)nn21 (configuration not stated) | -8.9% |
| CCc1ccc2oc(-c3cccc(N)c3)nc2c1 | -7.8% |

Additional records.
| SMILES | EphA4 KYL inhibition |
| --- | --- |
| O=C(NNC(=O)c1ccccc1Br)c1cccc(Cl)c1 | 10.1% |
| COc1cc(/C=N/NC(=O)c2cccnc2)ccc1OC(=O)c1ccc2c(c1)OCO2 | -20.4% |
| O=c1nc(-c2ccccc2)cc(-c2ccccc2)[nH]1 | -5.3% |
| Cc1nc(SCC(=O)NCc2ccco2)c2c3c(sc2n1)CCCC3 | 19.9% |
| Cc1nn(-c2ccccc2)c(Cl)c1C(=O)OC(C)C(=O)Nc1ccc2c(c1)OCO2 (configuration not stated) | -13.2% |
| CCOC(=O)Cn1nnnc1CN(Cc1cccs1)Cc1cc2cc(C)cc(C)c2[nH]c1=O | 9.9% |
| COc1ccc(Cl)cc1NC(=O)C1=C(C)NC(=S)NC1c1ccccc1Cl (configuration not stated) | -15.6% |
| Cc1ccc(CCNc2ccccc2)c[n+]1[O-] | 2.3% |
| Cc1nc2cc(O)ccc2n1C | -4.1% |
| COc1ccc(C2N(c3cc(Cl)ccc3OC)C(=O)C3CCCN32)cc1 (configuration not stated) | 0.3% |
| Cc1ccc(S(=O)(=O)NCCCOC(=O)Nc2ccncc2)cc1 | 1.7% |
| CN(C)CCN1C(=O)C(O)=C(C(=O)c2cc3ccccc3o2)C1c1ccccn1 (configuration not stated) | -6.6% |
| Cc1nnc(-c2cnn(-c3ccccc3)c2N)n1Cc1ccccc1 | -12.7% |
| Cn1c(C(N)=O)cnc1Sc1ncc(C(F)(F)F)cc1Cl | -6.4% |
| COc1ccc(-n2nc(C(=O)NCC(=O)NCc3ccco3)c3ccccc3c2=O)cc1 | 2.5% |
| O=C(c1cccs1)N1CCc2c([nH]c3ccccc23)C1c1ccc(Cl)cc1 (configuration not stated) | 1.8% |
| CC1(C)Cc2c(C#N)c(NCCCO)nc(-c3ccccc3)c2CO1 | -16.5% |
| Cc1occc1C(=O)NC1CCCCCC1 | -12.1% |
| CC1(C(=O)O)Sc2[nH]c(=O)sc2C2c3ccccc3OC(=O)C21 (configuration not stated) | 4.1% |
| CC1Cc2ccccc2N1c1ncnc2c1nnn2Cc1ccccc1 (configuration not stated) | 14.5% |
| COc1ccccc1NC(=O)CSc1cc(Cl)ccc1Cl | 20.5% |
| CCn1c(C)[n+](CCCS(=O)(=O)[O-])c2cc(Cl)c(Cl)cc21 | 0.3% |
| CCCCOC(=O)CCn1c(=S)oc2ccccc21 | -33.4% |
| O=C(CN1CCN(c2ccccn2)CC1)NC1CCCCC1 | -14.8% |
| CCOC(=O)C1NC(=O)CC1c1ccccc1 (configuration not stated) | -21.1% |
| Cc1ccc(-c2noc(CN(C(=O)C(c3ccccc3)c3ccccc3)C(C)C)n2)cc1 | -2.0% |
| O=C(OCC(=O)c1ccc[nH]1)c1ccc(S(=O)(=O)N2CCCCCC2)cc1 | -8.5% |
| CCOC(=O)c1ccccc1N/C=C1\CCCC1=O | -1.2% |
| Cc1c(Cl)cccc1Nc1nc(N)nc(CSc2ncccn2)n1 | -2.0% |
| Cc1cccc(OCCCc2c(C)n[nH]c2C)c1 | 0.3% |
| CC(C)CC(=O)NS(=O)(=O)c1ccc(NC(=O)c2ccco2)cc1 | -6.2% |
| CCOC(=O)CSc1nnc(CNC(=O)c2ccccc2OC)n1-c1ccc(OC)cc1 | -0.9% |
| COC(=O)c1c(NS(=O)(=O)Cc2ccccc2)sc2c1CCCC2 | 4.2% |
| COc1ccc(C2CC(C(F)(F)F)n3nc(C(=O)Nc4c(F)cc(F)cc4Br)c(Cl)c3N2)cc1OC (configuration not stated) | -4.9% |
| CC(=O)c1cccc(NC(=O)C2CC(c3ccc(F)cc3)=NO2)c1 (configuration not stated) | -10.9% |
| CCOC(=O)c1ccc(NC(=O)CN(c2cccc(Br)c2)S(=O)(=O)c2ccccc2)cc1 | 11.8% |
| COc1ccc(NC(=O)CCN2CCCCCC2)c(OC)c1 | -8.5% |
| CCCCOc1ccc(CNn2c(C)nc3ccccc3c2=O)cc1 | -9.1% |
| O=C(NC(=S)NCCc1ccccc1)c1ccco1 | -7.3% |
| Cc1ccc(/C=N\NC(=O)C2COc3cc4ccccc4cc3O2)o1 (configuration not stated) | 2.0% |
| Cc1cccc(NC(=O)Cn2nnc(-c3cccs3)n2)c1C | -6.6% |
| CCOC(=O)c1c(C)oc2ccc(OC(=O)c3ccccc3OC)cc12 | -1.0% |
| Cc1cccc(NC(=O)CSc2nsc(SCC(=O)Nc3cccc(C)c3)n2)c1 | -7.2% |
| CN1CCCCCC1=Nc1ccccc1C#N | -2.7% |
| O=C(NC1(C(F)(F)F)Oc2ccccc2O1)N1CCCC1 | -12.2% |
| O=[N+]([O-])c1ccc(N2CCCC2)cc1NC(c1ccccc1)c1ccccc1 | -4.5% |
| CCC(C)(C)NC(=O)c1ccc2c(c1)N(CC(=O)OC)C(=O)C(C)(C)O2 | 1.1% |
| CN(C)CCOCCOc1ccccc1-c1ccccc1 | 5.4% |
| COC(=O)c1[nH]c2ccc(F)cc2c1NC(=O)CCN1CCN(C(=O)c2ccco2)CC1 | -9.8% |
| Cc1ccc2cc(-c3noc(C4CCCO4)n3)c(=O)[nH]c2c1 (configuration not stated) | -4.5% |

Remaining list, next part
Structure	EphA4 KYL inhibition
CCN1C(=O)C(Cc2nc3ccccc3c(=O)n2C)c2ccccc21 (configuration not stated)	-15.9%
O=S(=O)(c1ccccc1)N1CCC(O)(CSc2ccc(Cl)cc2)CC1	-9.6%
CCOc1ccccc1NC(=O)CSc1nc(N)c(C#N)cc1C#N	-18.1%
CCOc1ccc(CCNS(=O)(=O)c2c(C)n[nH]c2C)cc1OCC	3.0%
Cn1c(=O)c2cc(S(=O)(=O)NCCC(=O)NCc3ccccc3Cl)ccc2n(C)c1=O	-15.9%
O=C(OCCN1CCOCC1)c1ccc(OCCN2CCOCC2)cc1	0.1%
CCCN1C(=O)c2ccccc2NC1c1ccc(O)c(OCC)c1 (configuration not stated)	-4.4%
O=S(=O)(NCCc1ccncc1)c1ccc(S(=O)(=O)N2CCCCCC2)cc1	0.6%

6 records drawn at random from the list so far:
Structure	EphA4 KYL inhibition
Cc1nn(-c2ccccc2)c(Cl)c1C(=O)OC(C)C(=O)Nc1ccc2c(c1)OCO2 (configuration not stated)	-13.2%
Cc1cccc(C)c1NC(=O)Cn1c(=O)n(CCC(=O)NCc2ccco2)c(=O)c2sccc21	12.6%
COc1ccccc1NC(=O)C1=C(C)Nc2nnnn2C1c1cccc(Br)c1 (configuration not stated)	-13.3%
O=C(Oc1ccccc1C(=S)N1CCOCC1)c1ccc([N+](=O)[O-])cc1	-0.5%
CC(=O)c1ccc(NC(=O)CSCC(=O)Nc2ccc3ccccc3c2)cc1	2.8%
Cc1ccc2nc(Cl)c(CN(C(=O)c3cnccn3)C3CCCCC3)cc2c1	-12.3%

Following part.
Structure	EphA4 KYL inhibition
COC(=O)CCC(=O)NNC(=O)c1cccc(Cl)c1	6.3%
CCCCCOc1ccc(OC(=O)c2ccncc2)cc1	-10.1%
Cc1c(NC(=O)c2cc3nc(-c4ccccc4)cc(C)n3n2)c(=O)n(-c2ccccc2)n1C	3.7%
O=C(CSc1nnc(Cc2csc(Nc3cccc(Cl)c3)n2)o1)N1CCc2ccccc21	-3.4%
CCOC(=O)c1ccccc1NC(=O)CSC(N)=O	3.8%
COc1ccc(N2CCN(C(=O)CSc3nnc(C)c(=O)[nH]3)CC2)cc1	-2.4%
N#CC12CCCCC1CC1CCCCC1(C#N)N2CCO (configuration not stated)	-5.8%
CCOC(=O)C1=C(O)C(=O)N(c2ccc(S(N)(=O)=O)cc2)C1c1ccc(Cl)cc1 (configuration not stated)	-5.3%
CNc1nc2ccc(C)cn2c(=O)c1/C=N/O	-6.1%
Cc1ccc(CNC(=O)c2cc3c(=O)n(C)c4ccccc4c3n2C)cc1	1.0%
CCn1c2ccc(Cl)cc2c2nc3ccccc3nc21	18.2µM*
Cc1cc([N+](=O)[O-])ccc1-c1ccc(C(=O)Nc2ccc(Cl)cn2)o1	-1.1%
COc1ccc(S(=O)(=O)N2CCC(C(=O)NCC(c3cccs3)N(C)C)CC2)cc1 (configuration not stated)	-7.0%
CCOC(=O)N1CCN(C(=O)C2CCC(=O)N2C(C)C)CC1 (configuration not stated)	-6.5%
O=c1oc2cc(OCc3c(F)cccc3Cl)ccc2cc1-c1ccccn1	-2.8%
Cn1nc(OCc2ccccc2)ccc1=O	-12.0%
CN(C)C=Nc1ccc2nn(-c3ccccc3)nc2c1	9.0%
CCOC(=O)CN=C1CC(C)(C)CC2=C1Sc1ncnc(N(C)C)c1N2	-3.9%
COc1ccc2nc(NC(=O)c3ccc(Br)s3)sc2c1	-0.9%
COCCOC(=O)c1c(C)oc2ccc(OC)cc12	-2.2%
Cc1ccc(NC(=O)NC2=N/C(=C(/C#N)C(=O)N3CCCC3)c3ccccc32)cc1	6.8%
COc1cccc(CNC(=O)C2CCC(CNS(=O)(=O)c3cccc4nsnc34)CC2)c1 (configuration not stated)	-7.1%
CC(=O)Nc1ccccc1-c1nc2ccc(C(=O)N3CCN(c4cccc(C)c4)C(C)C3)cc2[nH]c1=O (configuration not stated)	4.4%
Cc1ccccc1C(=O)N/N=C/c1ccc(OCC(=O)N2CCCCC2)cc1	-11.2%
Cc1ccc(C(C)C)c(OCc2nc(-c3nonc3N)no2)c1	-2.6%
CC(C)OC(=O)COc1ccc2c(c1)oc(=O)c1ccccc12	4.0%

Not all compounds are listed; the hit share may differ from the screen's.
